High-throughput results (PubChem BioAssay)
E-sel TNF inh: E-selectin induction blockers in HUVEC – imaging, immunofluorescence, high content, primary screen | HUVEC TNFa-induced E-selectin immunofluorescence | AID 1246, 2008 | inhibition, % at 2 µM | hit rate 0.71% among 120,000;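 active means inhibition above the batch mean plus 3 SD, and confirmed as a hit on visual image review, cut at about 43% in these data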;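 further: 0% = TNF-stimulated DMSO wells and 100% = unstimulated control wells; not every result past the cut was called active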
An asterisk follows results filed as active.

smiles	E-sel TNF inh
Cc1cccc(NC(=O)CN2C(=O)CSC2=O)c1	-24.4
COc1ccc(-c2ccnc3cc(C(=O)O)nn23)cc1	-31.6
COc1ccc(NC(=O)c2ccsc2NC(C)=O)cc1	14.6
O=C(CCNS(=O)(=O)c1cccc2nsnc12)NCc1ccccc1Cl	-15.7
CC(C(=O)Nc1ccc(S(=O)(=O)N2CCOCC2)cc1)N1C(=O)C2CC=CCC2C1=O (configuration not stated)	5.0
Cc1cccc(OCCCC(=O)Nc2ccc(S(N)(=O)=O)cc2)c1	-8.4
O=C(N/N=C/c1ccccn1)c1cccc([N+](=O)[O-])c1	6.0
CCN1CCN(C(=O)c2ccc(Cl)c(S(=O)(=O)N3CCCCCC3)c2)CC1	-6.8
CC(NC(=O)c1ccc2nc[nH]c2c1)c1ccccc1 (configuration not stated)	9.2
COc1ccccc1C1=NNC(=Nc2cccc(S(=O)(=O)N(C)C)c2)SC1	-19.1
COc1cccc(NC(=O)COC(=O)C2CCN(S(=O)(=O)c3cccs3)CC2)c1	-27.7
CC(=O)OCC(=O)C1=CCC2C3CCC4=CC(=O)C=CC4(C)C3(F)C(OC(C)=O)CC12C (configuration not stated)	23.9
CC(C)NC(=O)NC(=O)COC(=O)Cc1c(F)cccc1Cl	-21.4
COCCN(C(=O)/C=C/c1ccccc1)c1c(N)n(Cc2ccccc2)c(=O)[nH]c1=O	7.4
COC(=O)c1ccc(OC(=O)CCc2cc(OC)c(OC)c(OC)c2)cc1	-1.3
Cc1cc(C(=O)CSc2nc3ccccc3c(=O)n2C)c(C)n1CC1CCCO1 (configuration not stated)	3.1
Fc1cc(Br)ccc1NC(=S)Nc1cccnc1	-52.6
O=C(NNS(=O)(=O)c1ccc(F)cc1)C1CC(c2cccnc2)=NO1 (configuration not stated)	-40.1
COCCCNC(=S)N1CCCN(c2nc3c(C)c(C)ccc3cc2C#N)CC1	-28.4
Cc1[nH]c2ccccc2c1CCN(Cc1cccs1)C(=S)Nc1ccccc1	-24.4
C=CC[n+]1c(C)csc1Nc1ccc(C)cc1	-4.0
Cc1sc2ncnc(SCc3ccc(C(=O)O)cc3)c2c1C	-6.0
Cn1cc(Cl)c(C(=O)NNC(=S)NCc2ccco2)n1	73.3*
C=C(C)CC(NCCc1ccccc1)c1ccco1 (configuration not stated)	71.6*
CC1CCN(S(=O)(=O)c2ccc(C(=O)NCc3ccco3)cc2)CC1	-11.8
CN(C)S(=O)(=O)c1cccc(-c2nnc(SCC(=O)NCCCCCC(=O)O)n2-c2ccc(F)cc2)c1	-16.5
CCOc1ncccc1C(=O)N1CCN(c2cc(Cl)ccc2C)CC1	-9.1
CCCNC(=S)N1CC2(C)CN(C(=O)C(=O)OC)CC(C)(C1)C2=O	-13.9
O=C(c1ccc(Cl)c(S(=O)(=O)N2CCCCCC2)c1)N1CCOCC1	43.7
NC(=O)c1ccc(NC(=O)COC(=O)C2CC(=O)N(Cc3ccccc3)C2)cc1 (configuration not stated)	-18.3
CN(C(=O)CSc1ncnc2scc(-c3ccccc3)c12)C1CCS(=O)(=O)C1 (configuration not stated)	-9.6
Cc1cccc(/C(N)=N/OC(=O)COc2ccc(Cl)cc2)c1	-1.1
NC(=O)COC(=O)c1ccccc1OCc1ccccc1	-14.6
COc1ccc(/C=C(\CC(=O)O)c2nc3ccccc3o2)cc1	32.9
Cc1cc(C)n2c(Br)c(CN3CCCC(C)C3)nc2n1 (configuration not stated)	-42.1
O=C(COC(=O)c1cc(-c2ccc(F)cc2)nc2ccccc12)NCC1CCCO1 (configuration not stated)	-57.6
O=C(CCn1c(=S)oc2ccccc21)Nc1ccccc1F	-9.8
CCn1c(C(=O)O)c(CC(=O)Nc2ccccc2F)c2ccccc21	2.3
CN1C(=O)c2ccc(C(=O)Nc3nccs3)cc2C1=O	-49.0
CCCc1nnc(SCC(=O)N2C(C)CCCC2C)n1CC (configuration not stated)	4.9
COc1ccc(NC(C)=O)cc1NC(=O)c1ccc(Cl)cc1	-0.4
Cc1ccc(S(=O)(=O)N2CCC(C(=O)C3C(=O)CCCC3=O)CC2)cc1	-30.6
COc1ccc(CCNC(=O)CSc2ccccn2)cc1OC	3.0
Cc1ccc(SCC(=O)Nc2cc([N+](=O)[O-])ccc2O)cc1	-4.1
COc1ccc(N(C(=O)c2cnccn2)C(C(=O)NC2CCCCC2)c2ccc(O)cc2)cc1 (configuration not stated)	-24.7
COCCNC(=O)C(c1cccnc1)N(Cc1ccccc1)C(=O)Cn1nnc2ccccc21 (configuration not stated)	-55.4
CC(=O)Nc1ccc(NC(=O)C2CCC(CNS(=O)(=O)c3cccc4nsnc34)CC2)cc1 (configuration not stated)	6.7
COc1ccc(C(CC(=O)O)NC(=O)Nc2ccccc2)cc1OC (configuration not stated)	7.6
COc1ccc2c(c1OC)CN(C)CCc1cc3c(cc1C(=O)C2)OCO3	9.1
NC(=S)n1[nH]c(-c2ccc([N+](=O)[O-])cc2)c(N=Nc2ccccc2[N+](=O)[O-])c1=O	12.6

The list continues:
smiles	E-sel TNF inh
CCOC(=O)C1=C(C)NC(=O)NC1c1ccc(-c2ccc(Cl)cc2)o1 (configuration not stated)	-24.3
CCOC(=O)C1=NOC(COc2ccccc2C=O)C1 (configuration not stated)	5.2
O=C(O)c1cccc(N2C(=O)/C(=C/c3ccc(SCc4ccc(Cl)cc4)o3)SC2=S)c1	-17.1
O=C(c1ccncc1)c1ccc(NC(=O)c2cccs2)cc1	7.3
COC(=O)COc1ccc(-c2ccccc2)cc1C=O	-5.1
Cc1ccc2nc3c(c(C(=O)OCC(=O)N(C)C4CCS(=O)(=O)C4)c2c1)CCCC3 (configuration not stated)	-4.6
CC(C)CC(=O)NS(=O)(=O)c1ccc(NC(=O)c2ccco2)cc1	25.1
COc1ccc(/C=C/C(=O)OCC(=O)NC(=O)NC(C)(C)C)cc1	28.2
Cc1ccc2oc(-c3ccco3)cc(=O)c2c1	1.4
COc1ccc(NC(=O)Cn2cnc3ccccc3c2=O)cc1OC	-29.9
O=C(OCc1cccc([N+](=O)[O-])c1)c1ccncc1	-9.6
CC(C)NC(=O)C1CCN(C2CCN(Cc3nc4ccccc4s3)CC2)CC1	6.0
COc1ccc(CCNC(=O)c2csc3c2CCCC3)cc1OC	-9.8
COc1ccc(-c2cc(C3CCN(Cc4ccc([N+](=O)[O-])cc4)CC3)[nH]n2)cc1	-11.4
O=C(CCc1nnc(CCCCc2ccccc2)o1)N1CCC(N2CCCC2)CC1	-19.4
COC(=O)/C=C1\SC(=Nc2ccc(OC)cc2)NC1=O	-38.9
[O-][n+]1cccc2c(Br)cc(Br)c(O)c21	-21.6
O=C(NC(NC(=S)Nc1ccccc1C(=O)O)C(Cl)(Cl)Cl)c1ccccc1 (configuration not stated)	-13.4
COc1ccc(CCCc2n[nH]c(=S)o2)cc1C	-2.0
COc1ccc(C(=O)N2CCN(C(=O)c3ccc(-c4ccccc4)cc3)CC2)cc1OC	-33.0
CCOC(=O)COc1ccc2c(C)cc(=O)oc2c1C(=O)c1ccccc1	-8.5
Cc1ccc(NC(=O)COC(=O)c2ccc([N+](=O)[O-])o2)cc1S(=O)(=O)N1CCCCC1	-46.8
CCOc1ccc(C(=O)NCC(=O)OCC(=O)NC2CCCC2)cc1	-19.5
COc1cc(OC)c(C(=O)OCC(=O)N2CC(=O)Nc3ccccc32)cc1OC	-3.9
Cn1c(NC(=O)/C=C/c2c(F)cccc2Cl)cc(=O)n(C)c1=O	22.6
c1ccc(Cc2cc[n+](Cc3ccccc3)cc2)cc1	8.9
Cc1ccc(C)c(NNC(N)=S)c1	13.2
CN(CC(=O)NC1CCCC1)S(=O)(=O)c1cnc[nH]1	3.9
CCCCC(=O)NC(=S)Nc1ccc(Cl)c(C(=O)O)c1	5.7
Cc1cccc2nc(-c3ccco3)c(Nc3ccccc3)n12	-0.1
O=C(O)c1cc(-c2cccs2)nn1-c1ccc(F)cc1	4.2
CC(=O)c1c(C)[nH]c(C(=O)CN2C(=O)NC(C)(c3ccc(C)cc3)C2=O)c1C (configuration not stated)	23.4
O=C1Nc2ccccc2N(O)N1c1ccc(S(=O)(=O)Nc2ccccn2)cc1	12.1
O=C(c1cc2ccccc2oc1=O)N(Cc1cccs1)CC1CCCO1 (configuration not stated)	-9.7
CC(C)(C)c1cc(C(F)(F)F)n2ncc(-c3ccccc3)c2n1	-41.5
Cc1cc(C)cc(N(C(=O)CCC(=O)Nc2cc(C)on2)C(C(=O)NC2CCCC2)c2ccco2)c1 (configuration not stated)	-22.6
CSc1ccccc1NC(=O)Cn1nc([N+](=O)[O-])c(Cl)c1C	1.8
CCN(CC)CCOCCOc1ccc(Cl)c2ccccc12	6.9
CCOc1cc(/C=C2\C(=O)N(CCC#N)N=C2C)ccc1OCC(N)=O	17.5
COCCn1c(N)c(N(Cc2ccccc2)C(=O)c2ccc3ccccc3c2)c(=O)[nH]c1=O	-29.5
Cc1cccc(NCC(=O)N/N=C\c2ccccn2)c1	0.3
CC(=O)C1C(c2ccc(C)cc2)c2c(noc2C)CC1(C)O (configuration not stated)	-29.6
O=C(Nc1ccnc(-c2ccncc2)n1)c1ccc(F)cc1	-7.5
CCOC(=O)C1CCCN(c2cc(=O)n(C3CCCCC3)c(=O)[nH]2)C1 (configuration not stated)	-10.0
COCC1CCN(Cc2cn[nH]c2-c2ccc(OC)cc2F)C1 (configuration not stated)	-3.7
CC(C)Nc1nnc(SC(C)C(=O)Nc2ccc(Cl)cn2)s1 (configuration not stated)	10.7
COc1ccc(Nc2nc3c(C)cccn3c(=O)c2C=NCc2ccccc2)cc1	-3.6
COc1ccc(CCNC(=O)COC(=O)/C=C/c2cc(OC)c(OC)c(OC)c2)cc1OC	-6.9
Cc1cc(C)cc(N(CC(=O)NCc2ccco2)C(=O)CCC(=O)Nc2nccs2)c1	-29.9
O=C(O)CC(NC(=O)Nc1ccccc1)c1ccc(OC2CCCC2)cc1 (configuration not stated)	8.8

Later entries
smiles	E-sel TNF inh
COc1ccccc1NC(=O)C[n+]1ccccc1	12.9
O=C(CNCc1ccco1)Nc1ccc(N2CCCCCC2)cc1	-13.3
CCCCNc1cnn(-c2ccccc2)c(=O)c1Cl	12.4
O=C(/C=C/c1ccc[nH]1)c1ccc(F)cc1	33.4
Cc1cc(-c2nn(-c3ccccc3F)cc2CN2CCCC(CO)C2)c(C)s1 (configuration not stated)	-4.6
O=C(Cc1ccccc1Cl)Nc1cccnc1	43.8
Cn1nnnc1SCc1ccc(Cl)cc1	-17.0
C=CCNC(=O)CN1CCC(n2nnc3cc(C(F)(F)F)ccc32)CC1	-18.9
NS(=O)(=O)c1cccc(NC(=S)NCc2ccccc2)c1	-13.2
CCn1cc(CNCc2c(C(=O)N3CCCCC3)nc3c(C)cccn23)cn1	-1.0
Cc1cc(C)c(S(=O)(=O)NCC(=O)NCc2ccco2)c(C)c1	-3.4
Cc1cccc(C)c1NC(=O)NCCSc1snnc1C	-99.7
N=C(N)Sc1nc(N2CCCCC2)nc(N2CCCCC2)n1	-9.7
COc1ccc(/C=C2\SC(=S)N(C(Cc3ccccc3)C(=O)O)C2=O)cc1 (configuration not stated)	-6.1
Cn1c(=O)c(C(=O)COc2ccc(F)cc2Cl)c(N)n(Cc2ccccc2)c1=O	-36.6
O=C(NNC(=S)Nc1ccccc1)c1cc(-c2cccnc2)nc2ccccc12	-12.4
FC(F)c1nnc2ccc(Cl)nn12	26.3
Cc1ccc(C(=O)NCC(=O)OCC(=O)c2ccc3c(c2)NC(=O)CO3)cc1C	-12.5
COCCn1c(SCC(=O)Nc2cccc(C)n2)nnc1-c1ccco1	-23.2
COc1ccc(Cc2noc(CN(C)CC(O)c3ccccc3)n2)cc1OC (configuration not stated)	-3.1
N#Cc1ccc(C(=O)N2CCN(S(=O)(=O)c3ccc(Br)s3)CC2)cc1	-3.5
CCc1ccc(CN2CCCC(CNS(=O)(=O)c3ccc(OC)cc3)C2)cc1 (configuration not stated)	-15.9
Cc1nonc1OCCNCCNc1ccc([N+](=O)[O-])cc1Cl	16.9
COc1cccc(/C=c2\s/c(=C\C(=O)C(C)(C)C)[nH]c2=O)c1	-7.1
COC(=O)c1sc(NC(=S)NC(=O)c2ccccc2F)nc1C	-7.1
Cc1cc(C)cc(NC(=S)N(Cc2ccc(Cl)cc2)Cc2ccc(C(=O)O)cc2)c1	-14.4
CC(=O)N1CCN(S(=O)(=O)c2ccc(Cl)cc2F)CC1	34.8
O=C1CN(C(=O)CNC(=O)c2cccc(Cl)c2)c2ccccc2N1	-18.1
O=C1N(Cc2cccnc2)C[C@@H]2C[C@@H](c3ccc4nonc4c3)N3CCC[C@@]123	-9.1
CCC(=O)N1CCc2cc(Br)cc(S(=O)(=O)CCC(=O)N(CC)CC)c21	8.9
COc1ccc([N+](=O)[O-])cc1NC(=O)c1ccc(-n2nc(C)cc2C)cc1	9.8

These rows are one share of the data; the hit share may differ from the screen's.
